Assay outcomes from PubChem.
TNAP inh noacc = human TNAP enzyme inhibitors, primary screen, biochemical, luminescent, no phosphate acceptor, uHTS; purified TNAP, CDP-star luminescence, 30 min; inhibition, % at 20 µM; 200,000 tested, 0.26% active; AID 1012, 2008;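 active = tissue-nonspecific alkaline phosphatase inhibition above about 50% at 20 µM in the single-dose screen, limit read from the data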;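 note: 0% = DMSO negative control and 100% = EDTA positive control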
Target sequence (P05186 whole entry, looked up): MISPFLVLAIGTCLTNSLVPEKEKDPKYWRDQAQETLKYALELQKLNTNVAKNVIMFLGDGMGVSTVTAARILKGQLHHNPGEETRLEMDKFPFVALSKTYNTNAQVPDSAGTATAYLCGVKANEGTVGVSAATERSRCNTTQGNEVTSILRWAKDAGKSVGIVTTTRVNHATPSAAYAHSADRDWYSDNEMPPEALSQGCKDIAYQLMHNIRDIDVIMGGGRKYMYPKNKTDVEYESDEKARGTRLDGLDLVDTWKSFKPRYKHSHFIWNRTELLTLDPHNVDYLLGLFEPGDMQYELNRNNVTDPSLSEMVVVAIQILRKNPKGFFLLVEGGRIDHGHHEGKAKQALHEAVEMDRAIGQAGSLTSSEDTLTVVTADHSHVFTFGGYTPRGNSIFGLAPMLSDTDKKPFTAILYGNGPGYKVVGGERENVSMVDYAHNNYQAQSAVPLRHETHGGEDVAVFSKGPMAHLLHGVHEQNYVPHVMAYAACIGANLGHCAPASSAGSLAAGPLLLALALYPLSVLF
TNAP inh hiacc = human TNAP enzyme inhibitors, primary screen, biochemical, luminescent, high phosphate acceptor level, uHTS; Alkaline phosphatase, tissue-nonspecific isozyme (Homo sapiens), P05186; purified TNAP, CDP-star luminescence, 1 M DEA; inhibition, % at 20 µM; 200,000 tested, 0.03% active; AID 1135, 2008;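 active = over 50% inhibition of tissue-nonspecific alkaline phosphatase at 20 µM in the single-dose screen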;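 note: plate controls were DMSO wells for no effect and EDTA-quenched wells as full inhibition for full effect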
PPARg SRC-2 ag = agonists of PPARg-SRC-2 recruitment, primary screen, biochemical, HTS | Peroxisome proliferator-activated receptor gamma (Homo sapiens), P37231 | PPARgamma LBD-SRC-2 recruitment | activation, % at 8 µM | 200,000 tested, 0.34% active | AID 1032, 2008; in the data active = activation above about 22%;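 note: 0% = vehicle and 100% = reference agonist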
Target sequence (P37231 whole entry, looked up, the tested form may be a part): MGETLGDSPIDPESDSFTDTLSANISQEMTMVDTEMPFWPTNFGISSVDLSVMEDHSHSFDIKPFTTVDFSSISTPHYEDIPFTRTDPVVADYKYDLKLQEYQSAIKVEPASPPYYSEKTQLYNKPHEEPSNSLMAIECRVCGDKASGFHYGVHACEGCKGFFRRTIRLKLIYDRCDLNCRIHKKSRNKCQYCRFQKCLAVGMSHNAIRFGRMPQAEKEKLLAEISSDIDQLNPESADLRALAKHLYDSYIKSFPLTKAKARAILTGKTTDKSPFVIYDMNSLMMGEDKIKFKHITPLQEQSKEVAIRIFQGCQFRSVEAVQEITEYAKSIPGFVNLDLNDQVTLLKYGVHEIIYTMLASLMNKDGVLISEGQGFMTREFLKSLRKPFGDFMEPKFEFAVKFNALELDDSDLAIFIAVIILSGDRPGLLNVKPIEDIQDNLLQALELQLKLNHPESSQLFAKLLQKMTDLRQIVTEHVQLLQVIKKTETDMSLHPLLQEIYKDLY
bIAP act = bovine intestinal alkaline phosphatase activators, primary screen, biochemical, bovine IAP, CDP-star luminescence. alkaline phosphatase, intestinal [Bos taurus]. purified bovine IAP, 30 min; active compounds read high; fold of DMSO-control signal, blank-subtracted. activation factor at 20 µM. 200,000 tested, 0.17% active;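 active = activation factor of 2 or more at 20 µM, a signal rise over negative controls twice the positive control's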
PPARg SRC-3 ag = PPARgamma agonists recruiting SRC-3 coactivator, primary screen, biochemical; 200,000 tested, 0.26% active; activation, % at 8 µM; biochemical PPARgamma/SRC-3 coactivator recruitment assay; AID 731, 2007; Peroxisome proliferator-activated receptor gamma (Homo sapiens), P37231; in the data active = activation above about 23%;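 note: 0% = DMSO and 100% = reference agonist; some compounds past the cut are filed as inactive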
bIAP inh = bovine intestinal alkaline phosphatase inhibitors, primary screen, selectivity assay for TNAP inhibitor project, biochemical, bovine IAP, CDP-star luminescence; alkaline phosphatase, intestinal [Bos taurus]; purified bovine IAP, 30 min; inhibition, % at 20 µM; 190,000 tested, under 10 active;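 active = over 50% inhibition of intestinal alkaline phosphatase at 20 µM in the single-dose screen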
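Assay system: bovine IAP enzyme; medium: DEA buffer 100 mM, pH 9.8, with MgCl2 1.0 mM, ZnCl2 0.02 mM; doses: 20 µM single dose; incubation: enzyme reaction for 30 min at room temperature; detection: CDP-star luminescence signal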
PPARg SRC1 recr = PPARgamma agonists recruiting SRC-1 coactivator, primary screen, biochemical; Peroxisome proliferator-activated receptor gamma (Homo sapiens), P37231; PPARgamma-SRC-1 coactivator recruitment biochemical assay; activation, % at 8 µM; 200,000 tested, 0.41% active; in the data active = activation above about 19%;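 note: 0% = DMSO and 100% = reference agonist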
TNAP act hi DEA = TNAP activators at high phosphate acceptor level, primary screen, biochemical, luminescence, uHTS; Alkaline phosphatase, tissue-nonspecific isozyme (Homo sapiens), P05186; 200,000 tested, under 10 active; purified TNAP, CDP-star luminescence, 1 M DEA, 30 min; active compounds read high; 0 = EDTA background, 1 = DMSO-only activity; AID 1136, 2008; activation factor at 20 µM;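 active = activation factor at least 2 at 20 µM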
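Control set: EDTA negative control, DMSO positive control / Assay system: human TNAP / Quantity: TNAP 1/800 final / Evaluation: TNAP activation factor scaled between EDTA and DMSO control wells / Measured by: luminescent substrate turnover signal / Compound dosing: one dose, 20 µM / Times: 30 min enzyme reaction at room temperature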
TR-FRET SRC-2 ct = TR-FRET signal artefacts, primary screen, artefact control for PPARgamma SRC-2 agonist project, biochemical; TR-FRET artefact counter-screen; active compounds read high; TR-FRET ratio at 8 µM; 200,000 tested, 0.4% active; in the data active = TR-FRET ratio above about 2000; note: inactives centre near 1500
HMGR II inh = inhibitors of E. faecalis class II HMGR, primary screen, biochemical, Enterococcus faecalis; purified E. faecalis HMGR, NADPH absorbance 340 nm kinetic; AID 1066, 2008; inhibition, % at 10 µM; 190,000 tested, 0.41% active;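 active = inhibition above a set limit, the median over all tested compounds plus 3 SD, cut at about 9.5% in these data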;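 note: enzyme runs in reverse so mevalonate oxidation gives rising NADPH absorbance; 0% = complete reaction with DMSO and 100% = background rate lacking mevalonate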
An asterisk follows results filed as active; · = no result given.

SMILES	TNAP inh noacc	TNAP inh hiacc	PPARg SRC-2 ag	bIAP act	PPARg SRC-3 ag	bIAP inh	PPARg SRC1 recr	TNAP act hi DEA	TR-FRET SRC-2 ct	HMGR II inh
O=C1CC(c2ccccc2Br)c2cc3c(cc2N1)CCC3 (stereo not drawn)	-3	2	-5	1.1	0	-12	2	1	1681	-2
CCC(CC)C(=O)Nc1ccccc1-n1cccc1	-16	-7	1	1	-16	3	8	1.1	1477	-6
NC1=NC(=O)CC(C(=O)NCCc2ccccc2)S1 (stereo not drawn)	-4	-3	-5	0.9	-4	10	0	1	1439	-3
CN(c1ccccc1)S(=O)(=O)c1cccc(NC(=O)Nc2ccc(Cl)cc2C#N)c1	-4	1	-5	1	3	1	0	1	1654	1
OC(COCc1ccccc1)CN1CCCC1 (stereo not drawn)	-17	-11	1	1	-8	1	2	1.1	1590	-1
CC(C)(C)NC(=O)C(OC(=O)c1cccs1)c1ccccc1 (stereo not drawn)	-6	-4	9	0.9	-2	8	-3	1	1486	-6
Cc1onc(-c2ccccc2)c1C(=O)Nc1sc2c(c1C#N)CCC(C)C2 (stereo not drawn)	-10	-6	9	1.1	5	-13	2	1.1	1517	-1
O=C(Nc1cc(C(=O)N2CCCC2)ccc1N1CCCC1)c1ccccc1	-11	-3	10	1	-2	-4	3	1	1433	-1
O=C(NC1CCCc2ccccc21)c1cccc(S(=O)(=O)N2CCN(c3ccccc3)CC2)c1 (stereo not drawn)	-8	-7	10	0.9	-6	6	1	1.1	1544	-1
O=C(CNC(=O)c1ccccc1F)N/N=C/c1cc(Br)ccc1OCc1ccccc1	-12	-1	5	0.9	0	5	-1	1	1450	-6
O=[N+]([O-])c1cc(Br)c(OCc2nnc(-c3ccccc3)o2)c(Br)c1	-2	-3	0	1.1	-3	-12	-1	1	1674	4
COC(=O)CNC(=O)CSc1nnc(-c2ccc(OC)cc2)n1CC(C)C	-19	-5	9	1	10	-5	-1	1	1481	1
CC(C(=O)NCC1CCCCC1)N(C)Cc1ccc(Cl)cc1 (stereo not drawn)	-9	-4	4	1	-2	1	5	1	1663	3
O=S1(=O)N=C(N2CCN(c3ccc(F)cc3)CC2)c2ccccc21	-9	-1	-1	1	7	5	3	1	1513	-1
O=C(NCc1cccnc1)c1cccc(Cl)c1	-11	-2	10	0.9	6	11	2	1	1716	-3
Cc1ccc(C2NC(=O)CCC2[N+](=O)[O-])cc1 (stereo not drawn)	-15	-1	-8	1.2	-2	-19	-2	1	1711	-7
CCN=c1sc(C(=O)NCCc2ccccc2)cc(=O)n1CC	2	3	1	1	-9	-1	-3	1	1602	-10
Cc1ccc(-n2nnnc2SCC(=O)c2ccc3c(c2)NC(=O)CO3)c(C)c1	1	4	2	0.9	6	14	2	1	1630	2
CC1CCC(Nc2nnnn2-c2ccccc2)CC1 (stereo not drawn)	-12	-6	6	1.1	8	-5	1	1.1	1598	4
COc1cccc(C(=O)O/N=C(\N)c2ccc([N+](=O)[O-])cc2)c1OC	-8	-4	-3	0.9	5	10	6	1	1472	-1
O=C(N=C1c2ccccc2CN1c1cccc(Cl)c1)c1cccnc1	-4	-6	1	0.7	-1	29	1	1.1	1408	-3
O=C(OCc1cnc(Cl)s1)c1cccc(Cl)c1Cl	-3	1	1	0.7	0	34	7	1	1481	1
CN1C(=O)N(C)c2ccc(C=O)c3cccc1c23	-13	3	11	1.1	5	-13	0	1	1712	-2
Cc1ccccc1/C=N/NC(=O)Cn1nnc(N)n1	-5	-6	1	0.9	-1	6	3	1.1	1584	-6
Cc1ccc(C(=O)c2ccc([N+](=O)[O-])cc2)cc1	-1	8	0	0.6	-2	39	2	0.9	1298	-1
O=C(CN1C(=O)NC(Cc2ccccc2)C1=O)Nc1ccccc1 (stereo not drawn)	-11	-2	-1	0.9	-3	14	0	1	1619	-4
Cc1nn(-c2ccccc2)c(N)c1Sc1ccc([N+](=O)[O-])cc1	-21	-3	-8	1	-5	4	-2	1	1410	-2
CS(=O)(=O)N1CCN(CC(=O)NC2CCCCC2)CC1	-3	0	-8	0.9	-1	8	-10	1	1405	-8
CC(=O)Nc1ccc(S(=O)(=O)N2CCSC2c2ccccc2Cl)cc1 (stereo not drawn)	-6	-1	-4	0.9	-10	9	-3	1	1458	3
Cc1oc2c(c1C(=O)Nc1cccc(C(=O)O)c1)CCCC2	0	-6	4	0.9	6	8	-6	1.1	1363	0
CC(O)C(NS(=O)(=O)c1ccc(Cl)cc1)C(=O)OCC(=O)Nc1cccnc1Cl (stereo not drawn)	-10	-6	-2	1	4	0	-4	1.1	1468	-6
CCOC(=O)c1cnn(-c2ncnc3sc4c(c23)CCC4)c1N	-14	-8	6	1	12	2	4	1.1	1551	-11
N#C/C(C(=O)c1ccccc1)=C1/SC=C(N)N1c1ccccc1	6	2	7	0.7	-5	30	2	1	1554	-3
NS(=O)(=O)c1ccc(CNC(=O)NC23CC4CC(CC(C4)C2)C3)cc1	-1	-1	-3	0.9	-2	13	2	1	1410	-1
C/C(=N\NC(=O)c1ccncc1)c1cc2ccccc2oc1=O	17	4	6	0.9	2	13	5	1	1565	0
COC(=O)c1cc(OC)c(OC)cc1NC(=O)c1c(-c2ccccc2)noc1C	-5	-2	-2	1.1	-13	-9	6	1	1398	-4
CC1CC(N(C(=O)c2ccco2)c2ccccc2)c2ccccc2N1C(=O)c1ccco1 (stereo not drawn)	-11	-4	3	0.9	-4	14	2	1	1599	-3
COc1ccccc1N(CC(=O)NC1CCCC1)C(=O)c1csnn1	-13	-2	1	1.1	4	-11	3	1	1448	-1
O=C(NCc1ccccn1)NC12CC3CC(CC(C3)C1)C2	-8	1	12	1	-2	4	2	1	1454	2
Fc1ccc(CSc2ncnc3scc(-c4ccccc4)c23)cc1	-4	3	3	0.8	7	15	3	1	1586	1

The last five entries of the part above open the next one:
SMILES	TNAP inh noacc	TNAP inh hiacc	PPARg SRC-2 ag	bIAP act	PPARg SRC-3 ag	bIAP inh	PPARg SRC1 recr	TNAP act hi DEA	TR-FRET SRC-2 ct	HMGR II inh
COC(=O)c1cc(OC)c(OC)cc1NC(=O)c1c(-c2ccccc2)noc1C	-5	-2	-2	1.1	-13	-9	6	1	1398	-4
CC1CC(N(C(=O)c2ccco2)c2ccccc2)c2ccccc2N1C(=O)c1ccco1 (stereo not drawn)	-11	-4	3	0.9	-4	14	2	1	1599	-3
COc1ccccc1N(CC(=O)NC1CCCC1)C(=O)c1csnn1	-13	-2	1	1.1	4	-11	3	1	1448	-1
O=C(NCc1ccccn1)NC12CC3CC(CC(C3)C1)C2	-8	1	12	1	-2	4	2	1	1454	2
Fc1ccc(CSc2ncnc3scc(-c4ccccc4)c23)cc1	-4	3	3	0.8	7	15	3	1	1586	1
C[C@H]1CC[C@@]2(O[C@@H](CCO)C[C@@H](O)[C@@H]2O)O1	-12	-8	0	1	-1	-1	-1	1.1	1543	5
O=C(Nc1nc2ccccc2n1Cc1ccccc1)c1ccc(COc2ccccc2[N+](=O)[O-])o1	-6	-5	12	1	9	-1	13	1	1678	-5
COc1ccc(CC(NC(C)=O)C(=O)NC2CCN(c3c(Cc4ccccc4)c(C)nc4ncnn34)CC2)c(OC)c1 (stereo not drawn)	-10	-3	-14	1.2	0	-24	-2	1	1544	-2
C#CCOCCOCCOCCNc1nc(N2CCN(C(=O)[C@H](CCC(=O)O)n3cc(C(N)[C@H](C)CC)nn3)CC2)nc(N2CCN(C(=O)[C@H](Cc3ccc(O)cc3)n3cc(C(N)[C@H](C)CC)nn3)CC2)n1 (stereo partly drawn)	-12	-6	-5	1.2	-6	-18	-6	1.1	1464	-2
N#Cc1c(SCC(N)=O)nc2c(c1-c1ccc(OCc3ccccc3)cc1)CCCC2	·	·	9	·	71*	·	63*	·	1578	·
CCS(=O)(=O)c1nn2c(N)c(/C=C3/C=CC(=O)C(OC)=C3)c(=O)nc2s1	29	34	3	0.8	-1	16	7	0.7	1538	4
Oc1c(C(c2cccs2)N2CCN(c3ccc(F)cc3)CC2)sc2ncnn12 (stereo not drawn)	17	-1	-6	1.2	-4	-16	5	1	1559	2
CS(=O)(=O)Nc1ccc(C2=NN(C(=O)c3ccco3)C(c3cccc(F)c3)C2)cc1 (stereo not drawn)	18	-3	2	1	5	1	1	1	1631	-5
Cc1c(C(=O)NN)nc2ccccn12	-8	-2	6	1.1	4	-12	1	1	1547	-3
O=C1N=C(N2CCOCC2)S/C1=C\c1ccc(OS(=O)(=O)c2ccccc2)cc1	-3	0	2	1	3	4	7	1	1519	-6
CCCCNC(=O)NNC(=O)c1ccoc1C	-7	1	11	1.3	10	-32	1	1	1701	-5
C=C(C)Cn1c(SCCCO)nc2c1c(=O)[nH]c(=O)n2C	-10	-3	6	0.9	-4	8	13	1	1481	-7
CC(=O)c1sc(-c2ccccn2)nc1C	-1	0	7	1	3	0	10	1	1695	-1
CN1CCN(CC(=O)N/N=C/c2ccc(F)c(F)c2)CC1	-19	0	3	0.9	5	9	3	1	1562	5
COC(=O)c1cnn(C(=O)c2cc(OC)ccc2Br)c1N	-10	-5	0	0.9	-5	6	-2	1	1627	3
COc1ccc(-c2c3c(=O)n(C)c(=O)n(C)c3cn2Cc2ccccn2)cc1	-15	-6	-7	1	-3	-2	-1	1.1	1552	1
COc1ccc(N(C(=O)Cc2cccs2)C2C=CS(=O)(=O)C2)cc1 (stereo not drawn)	0	0	1	1.1	1	-10	5	1	1445	-3
CC(C)C(NC(N)=O)C(=O)NC1CCCCC1 (stereo not drawn)	4	-1	7	1.1	5	-9	5	1	1629	2
COc1cccc(N2CCN(C3CC(=O)N(c4ccc(F)c(Cl)c4)C3=O)CC2)c1 (stereo not drawn)	-13	-6	3	1	13	-3	2	1.1	1470	-3
CNS(=O)(=O)c1ccc(C)cc1	-12	-4	5	1	0	0	9	1	1433	3
COc1ccc(NC(=S)N2CCCC2)cc1OC	-18	-6	11	0.9	5	9	-4	1.1	1434	0
COc1cc2ncnc(NCc3ccc(C)o3)c2cc1OC	-9	-3	-10	1	-4	3	-5	1	1479	5
c1ccc(-c2nnc(CSc3nc4ccccc4[nH]3)o2)cc1	-16	-7	4	1.2	-4	-21	2	1.1	1498	-3
